IDE cell activ: IDE (human) activation, cell-based; HEK cells, FAbeta-B cleavage, fluorescence polarization; 0% vehicle, 100% cell-free pure enzyme wells; activation, % at 5.96 µM; hit rate 0.073% among 340,000;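 active means activation above the mean of all tested compounds plus 3 SD, set per screening campaign, cut at about 17% in these data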
CHRM4 PAM: positive allosteric modulators of human muscarinic M4 receptor; AID 624126; P08173; CHO-K1 hM4/Gqi5, Fluo-8 calcium fluorescence, ACh EC20; 0% = ACh EC20, 100% = maximal ACh; hit rate 0.4% among 360,000; activation, % at 3 µM;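 active means activation above its plate's cutoff, the mean activation of sample wells plus 3 SD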; further: some results filed as inactive read as strong as hits
PHOSPHO1 block: blocks human PHOSPHO1 phosphatase activity | inhibition, % at 13.3 µM | hit rate 1.1% among 290,000 | recombinant PHOSPHO1, absorbance phosphatase assay; in the data active means inhibition above about 60%
CRFBP-R2 agonist: CRF-BP/CRF-R2 complex agonism. HEK293 CRF-R2/CRF-BP, calcium dye fluorescence (FLIPR); percent of saturating CRF peptide response. activation, % at 13.2 µM. hit rate 0.46% among 350,000. AID 588473;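 active means activation of at least 50%, plus an integration ratio under a set limit after plate pattern correction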;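 further: plate controls were neutral control wells without compound for no effect and CRF at EC100 for full effect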
pCIP destab: p/CIP protein destabilization; Q05BA5; F442A p/CIP-EGFP cells, EGFP fluorescence, 16 h; decrease of EGFP signal, % at 10 µM; hit rate 0.01% among 290,000; AID 1984;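 active means EGFP signal decrease of at least 30% at 10 µM or well 3 SD below plate mean, unless failing retest; inactive means the rest, including hits failing retest or dose response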; further: some compounds called inactive have numbers as strong as hits; many of its hits are not listed in these tables
IDE cell inh: inhibitors of human insulin-degrading enzyme in cells. P14735. HEK cells, FAbetaB cleavage, fluorescence polarization. inhibition, % at 5.59 µM. hit rate 0.41% among 320,000. AID 434962;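 active means percent inhibition above the average of all tested compounds plus 3 SD, set per screening campaign, cut at about 16% in these data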;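 further: IDE supplied by intact live HEK cells; FP after avidin binding of uncleaved biotin substrate so inhibition keeps polarization high; 0% = DMSO wells and 100% = 60 µM reference IDE inhibitor Ii1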
CRFR2-BP antag: antagonists of CRF-binding protein/CRF-R2 receptor complex | HEK293 CRF-R2/CRF-BP, CRF-induced calcium fluorescence | inhibition, % at 11.8 µM | hit rate 0.59% among 350,000;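 active means inhibition of the ligand-induced calcium signal above about 50% at the single tested concentration, limit read from the data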
GalR3 antag: antagonists of human GalR3; inhibition, % at 3 µM; hit rate 0.44% among 360,000; HEK293 GalR3-CNG cAMP membrane potential fluorescence; galR3 body fused to GalR1 C-terminus; O60755;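 active means inhibition above the screen-wide average plus 3 SD, cut at about 13% in these data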;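 further: forskolin and galanin both at EC90 stimulate the cells; cAMP rise reported by CNG channel membrane potential dye signal; 0% = forskolin plus galanin with DMSO and 100% = forskolin alone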
Target sequence (O60755 1-299 limits assumed): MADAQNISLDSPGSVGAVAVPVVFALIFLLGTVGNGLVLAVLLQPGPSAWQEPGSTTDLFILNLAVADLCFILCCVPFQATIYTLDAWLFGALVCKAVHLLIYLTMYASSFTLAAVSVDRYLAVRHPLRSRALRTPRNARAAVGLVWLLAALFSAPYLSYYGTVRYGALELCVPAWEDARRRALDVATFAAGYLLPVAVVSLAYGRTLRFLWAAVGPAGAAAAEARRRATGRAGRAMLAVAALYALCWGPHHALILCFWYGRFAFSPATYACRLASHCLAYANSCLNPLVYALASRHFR
MEKK3 PB1 HTS: raises or lowers MEK5 binding to the human MEKK3 PB1 domain | AID 1529 | hit rate 1.4% among 290,000 | bead-based flow cytometry, Alexa488-MEK5 binding to MEKK3; actives lie on both sides; 0 = blocked by unlabeled MEK5, 100 = vehicle | binding response (% of control), % at 10 µM;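 active means binding response more than 3 SD above or below the average of its plate-row segment, actives on both sides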;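 further: Alexa488 bead fluorescence after subtracting the streptavidin-only scavenger bead signal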
Target sequence (Q99759 whole entry, looked up, the tested form may be a part): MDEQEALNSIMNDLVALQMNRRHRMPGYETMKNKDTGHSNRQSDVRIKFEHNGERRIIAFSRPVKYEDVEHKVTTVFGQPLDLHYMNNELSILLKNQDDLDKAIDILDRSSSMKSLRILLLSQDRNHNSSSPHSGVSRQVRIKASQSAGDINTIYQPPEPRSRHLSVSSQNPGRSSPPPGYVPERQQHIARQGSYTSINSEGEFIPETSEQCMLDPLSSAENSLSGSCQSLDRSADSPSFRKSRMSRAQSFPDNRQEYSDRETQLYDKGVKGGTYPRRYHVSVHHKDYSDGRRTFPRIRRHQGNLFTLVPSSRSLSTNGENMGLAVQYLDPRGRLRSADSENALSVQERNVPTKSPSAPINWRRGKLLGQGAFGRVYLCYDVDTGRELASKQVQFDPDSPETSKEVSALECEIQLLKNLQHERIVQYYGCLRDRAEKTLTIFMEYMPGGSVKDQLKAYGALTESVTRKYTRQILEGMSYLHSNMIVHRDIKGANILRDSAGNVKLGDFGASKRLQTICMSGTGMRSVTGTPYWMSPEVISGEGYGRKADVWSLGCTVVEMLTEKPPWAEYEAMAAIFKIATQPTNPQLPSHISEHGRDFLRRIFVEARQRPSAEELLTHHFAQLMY
* hit, by the source's call; / = not tested or not shown.

nr	structure	IDE cell activ	CHRM4 PAM	PHOSPHO1 block	CRFBP-R2 agonist	pCIP destab	IDE cell inh	CRFR2-BP antag	GalR3 antag	MEKK3 PB1 HTS
1	O=C(NCc1ccncc1)c1ccc(Cn2cc(C(F)(F)F)ccc2=O)cc1	2	-5	60*	-2.4	1	-2	-11	-8	67
2	CC(CC(=O)Nc1cc([N+](=O)[O-])ccc1Cl)c1ccccc1 (centres undefined)	10	0	-13	-1.3	-6	-1	22	0	97
3	CC(C)Cn1c(-c2ccc(C#N)cc2)nc2c1c(=O)[nH]c(=O)n2CC(C)C	4	4	4	-1.1	-12	5	5	-3	102
4	O=C(Cc1ccccc1Cl)NCCCn1ccnc1	6	13	-27	2.9	5	-6	0	-6	102
5	CCCOc1ccc(/C=C2\SC(N)=NC2=O)cc1OC	6	-5	-20	0.4	-7	7	13	-10	96
6	CC(C)C[C@H]1CN([C@@H](CC(C)C)CN2CCCC2CN2C(=S)NC[C@@H]2Cc2ccc(O)cc2)C(=S)N1CC1CCCCCC1 (some centres undefined)	-3	-2	/	-1.5	/	/	2	1	/
7	Cc1ccc(S(=O)(=O)c2cc(C)cc(S(=O)(=O)Nc3ccc(C(=O)O)cc3)c2C)cc1	3	0	37	-0.5	1	2	0	-9	103
8	COC(=O)C(C#N)C(=C1C(=O)CC(C)(C)CC1=O)c1ccc(O)cc1 (centres undefined)	-4	11	-4	2.1	-10	1	22	-2	105
9	CSc1ccccc1NC(=O)Nc1ccccc1Cl	1	2	28	-7.5	6	7	27	-3	106
10	Nn1c(SCC(=O)Nc2ccc(S(=O)(=O)N3CCCC3)cc2)nnc1C(F)(F)F	1	2	-7	-0.6	7	4	7	0	102
11	Cn1c(=O)[nH]c(=O)c2c1nc(Br)n2CCSc1nc2ccccc2o1	1	-3	-4	0.2	-10	-5	18	-7	102
12	C=CCn1c(-c2cc3cccc(OC)c3o2)n[nH]c1=S	2	-3	28	-4.1	18	1	8	-3	83
13	O=C(Nc1ccc(F)cc1)c1ccc(Cn2cnnn2)cc1	-1	2	20	-1.4	-2	4	10	3	88
14	CC(C)(C)c1cc(C(=O)N/N=C/c2ccccn2)n[nH]1	1	1	-10	-1.5	-7	-1	1	7	106
15	COc1cc(/C=C2/NC(=O)N(CC(=O)Nc3ccc(C)cc3)C2=O)ccc1Oc1ccc([N+](=O)[O-])cn1	3	9	34	-0.2	-18	-2	1	4	85
16	CC(C)(C)c1csc(NC(=O)C2COc3ccccc3O2)n1 (centres undefined)	3	-6	-16	1.1	-57	1	7	1	105
17	Cc1ccc(-c2noc(CCC(=O)Nc3ccccc3C)n2)cc1	-6	16	1	-3.0	4	4	2	-6	103
18	O=C(CN1C(=O)c2cccnc2Oc2ccc(Cl)cc21)NC1CCCC1	3	7	2	0.8	-14	0	4	-6	100
19	CC(C)CC(OC(=O)CC1Sc2ccccc2NC1=O)C(=O)NC1CCCC1 (centres undefined)	1	-6	18	0.0	8	3	-6	-6	101
20	COc1cc(OC)cc(C(=O)NCC(=O)NCCN2C(=O)S/C(=C\c3ccccc3Cl)C2=O)c1	-3	-6	/	-0.1	/	0	-5	-5	/
21	CCCCCCOC(=O)/C=C/c1c(C)[nH]c(=O)[nH]c1=O	2	11	-6	1.2	-5	-2	4	0	103
22	NS(=O)(=O)c1ccc(CCNC(=O)C(=O)NCC2OCCN2C(=O)c2ccc3c(c2)OCO3)cc1 (centres undefined)	3	5	36	-0.5	12	5	-12	-3	99
23	Cn1c(O)c(N=NC(=O)c2cc(-c3cccs3)nc3ccccc23)c2ccccc21	4	8	0	0.2	-7	11	2	-4	130*
24	COc1ccc(-c2nn3c(-c4cccc(C)c4)nnc3s2)cc1OC	4	-3	/	-1.1	/	-3	4	-6	102
25	CCN(CC)C(=O)c1nc[nH]c1C(=O)N1CCC(C)CC1	-1	3	/	-0.2	/	3	-15	-6	/
26	CCN(Cc1cc2cc(C)ccc2[nH]c1=O)C(=O)c1cccc(OC)c1	3	1	9	-3.3	-5	-4	23	-2	/
27	Cc1cc(-c2ccccc2)c2c3c(c(-c4ccccc4)n2n1)c(=O)n(C)c(=O)n3C	4	0	32	-0.6	-13	-2	45	/	103
28	Cc1ccc(SCCNC(=O)CN2C(=O)c3ccccc3S2(=O)=O)cc1	3	-4	1	5.9	-14	0	5	5	97
29	Cc1cc(Br)c(NC(=O)CN(C)CCOc2ccccc2)c(Br)c1	6	-4	-94	0.3	-16	1	34	11	102
30	COc1ccc(N2CCN(c3ccc(C(=O)O)cc3[N+](=O)[O-])CC2)cc1	4	4	/	-1.1	-1	-1	11	-6	103
31	COCCNC(=S)NN(c1ccccc1)c1ccccc1	1	-3	10	-0.2	-13	0	-1	-4	100
32	Cc1c(O)ccc2c(CN3CCN(Cc4ccccc4)CC3)cc(=O)oc12	-4	-9	32	-1.8	-1	-1	-7	-10	105
33	COc1ccc(-c2cc(-c3c(O)c(OC)c4occc4c3OC)[nH]n2)cc1	0	-4	17	-0.1	-3	-5	-8	-2	99
34	CCN(CC)c1ncnc2c1sc1nc(C)cc(C)c12	-1	0	14	0.0	-12	1	-2	3	107
35	COc1ccc(S(=O)(=O)NNc2nc(C)cc(C)n2)cc1Br	4	-3	/	-2.4	/	1	7	-3	/
36	CC(=O)NCCc1nc2cc(NC(=O)Nc3ccccc3)ccc2n1C	1	0	43	1.8	6	1	24	-10	103
37	COc1cc(S(=O)(=O)NC2CCCCC2)c(C)cc1C	5	-1	34	-1.9	-4	7	27	-2	100
38	O=C(NC1CCCCC1)C(Cc1ccccc1)N1C(=O)C2C3CCC(C3)C2C1=O (centres undefined)	0	-7	30	0.1	-14	-1	-4	-4	95
39	CC(=O)N1c2ccc(S(=O)(=O)N3CCC(C(=O)N4CCCCC4)CC3)cc2CC1C (centres undefined)	8	0	31	0.0	-18	-1	10	0	97
40	O=C(c1c(F)cccc1F)N1CCN(c2ccccc2F)CC1	3	3	27	-3.0	-14	1	-2	1	97
41	CNC(=O)c1c(NC(=O)C2=COCCO2)sc2c1CCCC2	-3	3	37	-2.9	-11	-1	10	-3	100
42	Cc1ccc(Cl)cc1N1CCN(CC(O)COCc2ccco2)CC1 (centres undefined)	-3	0	-1	-2.1	-16	2	19	1	103
43	COc1cccc(Oc2ccc(N/C=C/C(=O)C(C)(C)C)cc2)c1	4	-6	-8	0.2	-12	-1	-23	8	109
44	Nc1nonc1-n1nnc(C(=O)N/N=C/c2ccc(O)cc2)c1CN1CCCCCC1	6	-1	/	-2.1	/	-1	4	1	/
45	CC(C)(C)c1cc(C(=O)NCc2ccco2)ccn1	1	-1	-20	0.6	-15	-6	0	-7	99
46	Cc1ccc(OS(=O)(=O)c2c(C)nn(C)c2Cl)c(C)c1	7	-17	38	0.9	-8	-1	31	-4	98
47	COc1ccc(CCNc2c(C)c(C)nc3ncnn23)cc1	-3	-1	42	3.2	-11	2	-8	90*	101
48	COC(=O)CSc1nc2sc(C)c(C)c2c(=O)n1C	7	5	18	-1.9	-2	2	7	-3	102
49	Cc1cc(=O)oc2cc(OCCCC[n+]3ccccc3)ccc12	-2	-30	25	4.2	-6	-2	-13	4	93
50	O=C(Oc1c(-c2ccccc2)c(=O)n2c3c(cccc13)CC2)c1ccccc1	/	0	12	-1.1	-9	1	-4	2	106
51	Cc1ccccc1CSCC(=O)N/N=C/c1cccs1	2	-2	16	-1.7	-18	-1	0	-5	97
52	CC(C)(C)OC(=O)NCc1ccc(NC(=O)c2nc[nH]c2C(=O)NCCCCNC(=O)c2[nH]cnc2C(=O)Nc2ccc(CNC(=O)OC(C)(C)C)cc2)cc1	-5	12	/	5.9	/	2	16	/	/
53	CCOc1ccc(CCN2C(=S)N([C@@H](CC(C)C)CN3CCCC3CN3C(=S)NC[C@@H]3CC(C)C)C[C@@H]2CC(C)C)cc1 (some centres undefined)	0	-1	/	-0.2	/	/	-10	-5	/
54	Cc1ccc(NC2CCCN(C(=O)c3cnsn3)C2)cc1C (centres undefined)	-5	1	24	1.4	2	2	-10	0	97
55	CCN(CC)c1ccc(NC(=O)COc2ccc(C)cc2)cc1	-3	5	81*	-1.4	-5	-5	-15	-7	98
56	COCCn1nnnc1CN1CCOCC1	4	-2	-24	-0.2	-8	-5	9	-2	101
57	Cc1cccc(NC(=O)CSCc2nc3c(nnn3Cc3ccc(F)cc3)c(=O)[nH]2)c1C	7	0	1	-3.1	0	-1	21	-1	101
58	Cc1ccc(S(=O)(=O)N2CC=C(C(=O)NC3CCCC3)CC2)cc1	0	2	50	-0.1	-3	4	0	-6	99
59	CN1CCN(CC(=O)Nc2ccccc2[N+](=O)[O-])CC1	8	-3	1	-1.7	-3	2	10	-3	103
60	Cc1cc(C(=O)COc2ccccc2[N+](=O)[O-])c(C)n1C1CC1	-2	-4	-12	1.1	-2	-2	-1	-7	103
61	CCCCn1c(SCC(=O)c2ccc3c(c2)NC(=O)CO3)nc2cc(S(N)(=O)=O)ccc21	4	-12	8	0.4	-14	1	0	2	93

Sorted by formula weight (rising): some entries from above
nr	structure	IDE cell activ	CHRM4 PAM	PHOSPHO1 block	CRFBP-R2 agonist	pCIP destab	IDE cell inh	CRFR2-BP antag	GalR3 antag	MEKK3 PB1 HTS
45	CC(C)(C)c1cc(C(=O)NCc2ccco2)ccn1	1	-1	-20	0.6	-15	-6	0	-7	99
34	CCN(CC)c1ncnc2c1sc1nc(C)cc(C)c12	-1	0	14	0.0	-12	1	-2	3	107
47	COc1ccc(CCNc2c(C)c(C)nc3ncnn23)cc1	-3	-1	42	3.2	-11	2	-8	90*	101
51	Cc1ccccc1CSCC(=O)N/N=C/c1cccs1	2	-2	16	-1.7	-18	-1	0	-5	97
49	Cc1cc(=O)oc2cc(OCCCC[n+]3ccccc3)ccc12	-2	-30	25	4.2	-6	-2	-13	4	93
54	Cc1ccc(NC2CCCN(C(=O)c3cnsn3)C2)cc1C (centres undefined)	-5	1	24	1.4	2	2	-10	0	97
41	CNC(=O)c1c(NC(=O)C2=COCCO2)sc2c1CCCC2	-3	3	37	-2.9	-11	-1	10	-3	100
32	Cc1c(O)ccc2c(CN3CCN(Cc4ccccc4)CC3)cc(=O)oc12	-4	-9	32	-1.8	-1	-1	-7	-10	105
42	Cc1ccc(Cl)cc1N1CCN(CC(O)COCc2ccco2)CC1 (centres undefined)	-3	0	-1	-2.1	-16	2	19	1	103
44	Nc1nonc1-n1nnc(C(=O)N/N=C/c2ccc(O)cc2)c1CN1CCCCCC1	6	-1	/	-2.1	/	-1	4	1	/
57	Cc1cccc(NC(=O)CSCc2nc3c(nnn3Cc3ccc(F)cc3)c(=O)[nH]2)c1C	7	0	1	-3.1	0	-1	21	-1	101
61	CCCCn1c(SCC(=O)c2ccc3c(c2)NC(=O)CO3)nc2cc(S(N)(=O)=O)ccc21	4	-12	8	0.4	-14	1	0	2	93
52	CC(C)(C)OC(=O)NCc1ccc(NC(=O)c2nc[nH]c2C(=O)NCCCCNC(=O)c2[nH]cnc2C(=O)Nc2ccc(CNC(=O)OC(C)(C)C)cc2)cc1	-5	12	/	5.9	/	2	16	/	/

Source: PubChem BioAssay (several laboratories)
